PI4K2A inh – qHTS for small molecular inhibitors of PI4K2A. Phosphatidylinositol 4-kinase type 2-alpha (Homo sapiens), Q9BTU6. purified PI4K2A, ADP-Glo luminescence, 1 h; active compounds read low. activity change, negative = inhibition, % at 76.9 µM. 420,000 compounds, 0.13% hits; in the data active = activity change below about -50%; inconclusive = mostly about -30% to -49%;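 also: -100% = wells without enzyme as full effect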
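PI4K2A activity was measured by ADP-Glo luminescence: enzyme (4 ug/mL stock) and phosphatidylinositol (1.2 mM stock) in Tris pH 7.5/MgCl2/EGTA/Triton X-100 buffer were reacted with ATP (300 microM stock) for one hour at ambient temperature.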
HP1b chromo inh – HTS for Inhibitors of HP1-beta Chromodomain Interactions with Methylated Histone Tails; Chromobox protein homolog 1 (Homo sapiens), P83916; 390,000 compounds, 0.56% hits; AlphaScreen HP1-beta / biotin-H3K9me3 peptide binding; Potency, µM (series often up to 114 µM), for inactives: at the top dose activity change, negative = inhibition, usual class: inhibitors; also: potency is read from the fitted curve at half-maximal effect; nearly all actives have a fitted effect of over 70% in size; inactives centre near 23
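AlphaScreen: HP1-beta (50 nM) preformed 30 min with biotin-H3(1-18)K9me3 peptide (50 nM) in PBS pH 7.4, 0.01% Tween-20. Compound added for 30 min at RT, then streptavidin donor/nickel chelate acceptor beads (10 ug/mL) for 30 min.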
G9a inh – qHTS Assay for Inhibitors of Histone Lysine Methyltransferase G9a | Histone-lysine N-methyltransferase EHMT2 (Homo sapiens), Q96KQ7 | G9a H3K9 monomethylation, AlphaScreen, 2 h | Potency, µM (series often up to 102 µM), for the others: top-dose activity, negative = inhibition, actives largely listed as inhibitors | 350,000 compounds, 8.8% hits; also: potency is read from the fitted curve at half-maximal effect; % is scaled to controls: 0 for no effect and ±100 for the full control effect; nearly all actives have a fitted effect of over 75% in size
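Signal arises when biotinylated H3K9 peptide, once monomethylated, bridges streptavidin donor and antibody-captured acceptor beads. Enzyme at 20 nM was preincubated 15 min with test compounds; peptide 500 nM and SAM 20 uM then reacted for 2 h.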
ALOX12 inh – Primary qHTS assay for inhibitors of human arachidonate 12S-lipoxygenase (ALOX12): Round 2; 580,000 compounds, 1.1% hits; Potency, µM (top dose mostly 108 µM), without a hit: top-dose activity change, negative = inhibition, most hits filed as inhibitors; purified 12hLO, xylenol orange hydroperoxide absorbance; AID 1671190, 2021; Polyunsaturated fatty acid lipoxygenase ALOX12 (Homo sapiens), P18054; also: potency is read from the fitted curve at half-maximal effect; % is scaled to controls: 0 for no effect and ±100 for the full control effect
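Purified human 12hLO at 150 nM in 25 mM Hepes, 0.01% Triton X-100, pH 7.0, preincubated 15 min at room temperature with compound. Reaction started with 40 uM arachidonic acid, 30 min at room temperature. Hydroperoxide measured by Fe-xylenol orange, 573/405 nm absorbance ratio.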
JMJD2A Tudor inh – qHTS Assay for Inhibitors of JMJD2A-Tudor Domain; 390,000 compounds, 4.4% hits; Potency, µM (series often up to 114 µM), inactives show at the highest dose activity change, negative = inhibition, hits mostly inhibitors; AlphaScreen JMJD2A-Tudor / H3K4me3 peptide binding; AID 504339, 2011; also: potency is read from the fitted curve at half-maximal effect; % is scaled to controls: 0 for no effect and ±100 for the full control effect; nearly all actives have a fitted effect of over 50% in size
ERG Ets-DNA blk – qHTS for Small Molecule Inhibitors of the ERG Ets/DNA interaction; Transcriptional regulator ERG (Homo sapiens), P11308; fluorescence polarization, His-ERG Ets domain / labelled DNA; Potency, µM (top dose mostly 76.9 µM), without a hit: at the top dose FP activity, negative = inhibition, usual class: inhibitors; 370,000 compounds, 0.028% hits; active = well fitted inhibition curve with a large enough effect in the polarisation, with a control signal flat; inconclusive = small, poorly fitted or top-dose-only effect, or effect the other way, or a change in a side signal; inactive = no such curve, though single readings can be large or run the other way; the % refers to the polarisation;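 also: polarization taken with two DNA probes labelled with fluorescein and Texas red; potency is read from the fitted curve at half-maximal effect; % of control where 0% means no effect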
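His-tagged ERG Ets domain (1 uM in the protein solution; 300mM KCl, 50mM Tris-HCl, 1mM EDTA, 1mM DTT, pH 7.5) received compound, then a probe mix of 5 nM fluorescein-DNA and 100nM Texas-615-DNA. Fluorescence polarization was read for both dyes.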
BAZ2B block – qHTS Assay for Inhibitors of BAZ2B; Bromodomain adjacent to zinc finger domain protein 2B (Homo sapiens), Q9UIF8; AlphaScreen BAZ2B-H3K14Ac peptide displacement; Potency, µM (titrated, usually from 114 µM), without a hit: at the highest dose activity change, negative = inhibition, actives largely listed as inhibitors; 360,000 compounds, 4.4% hits; AID 504333, 2011; also: potency is read from the fitted curve at half-maximal effect; % is scaled to controls: 0 for no effect and ±100 for the full control effect; nearly all actives have a fitted effect of over 60% in size
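AlphaScreen displacement of biotin-H3(5-23)K14Ac peptide (50 nM final) from BAZ2B (50 nM final) in PBS pH 7.4, 0.01% Tween-20; complex preformed 30 min RT, then compounds (top 110 uM) 30 min RT, beads 20 min dark.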
RGS4 inh – Inhibitors of Regulator of G Protein Signaling (RGS) 4: qHTS | Transcreener GDP fluorescence polarization, RGS4-accelerated GTP hydrolysis | 390,000 compounds, 0.039% hits | Regulator of G-protein signaling 4 (Homo sapiens), P49798 | Potency, µM (series often up to 114 µM), for the others: top-dose activity change, negative = inhibition, actives largely listed as inhibitors; also: potency is read from the fitted curve at half-maximal effect; % is scaled to controls: 0 for no effect and ±100 for the full control effect; nearly all actives have a fitted effect of over 75% in size; some results filed as inactive show a strong effect at the top dose
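MLSMR compounds (23 nl, pin-transferred) preincubated 10 min at room temperature with a 500nM (2x) first reagent, then RGS4 at 900nM (2x) plus Transcreener GDP mix added; fluorescence polarization (620/688 nm) read before and after 90 min at 30 °C.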
GLS inh – qHTS for Inhibitors of Glutaminase (GLS); Glutaminase kidney isoform, mitochondrial (Homo sapiens), O94925; GLS enzymatic activity, qHTS titration; Potency, µM (top dose mostly 45.5 µM), inactives show at the top dose activity change, negative = inhibition, hits mostly inhibitors; 410,000 compounds, 0.21% hits; AID 624170, 2012; also: potency is read from the fitted curve at half-maximal effect; % is scaled to controls: 0 for no effect and ±100 for the full control effect
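hKGA in 45 mM KH2PO4 (pH 8.2), 0.02% Tween-20 with compound, then 1mM L-Glutamine (stock as added) plus glutamate oxidase/HRP/Amplex red coupling mix. Fluorescence read initially and after 30 min at RT; signal change reflects glutamate formation.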
The depositor's hits bear a star; ? = inconclusive; · = no result given; & = joins results of further samples; [ ] = another dose, or the depositor's remark. Unless noted, calls follow the shape of the dose curve; as a rule, active = well fitted curve in the direction sought with a large enough effect; inconclusive = small, poorly fitted or top-dose-only effect, or another doubt; inactive = no such curve, though single readings can be large; an effect the other way counts as inactive or inconclusive. These rows are one share of the data; rates above refer to the full screens.

SMILES	PI4K2A inh	HP1b chromo inh	G9a inh	ALOX12 inh	JMJD2A Tudor inh	ERG Ets-DNA blk	BAZ2B block	RGS4 inh	GLS inh
Cc1ccccc1N(CC(=O)NCC1CCCO1)C(=O)CCC(=O)Nc1nccs1 (stereo not drawn)	0	27%	-3%[59 µM]	-1%	-1%	3%	0%	5%	-1%
CCOc1ccccc1NS(=O)(=O)c1c(C)[nH]c(C)c1C(=O)N1CCCCC1	-1	37%	-1%	-9%	-21%	1%	-16%[57.1 µM]	-7%	6%
Cc1nnc(NC(=O)c2ccccc2C(=O)O)s1	0	22%	-23%	?	-22%	-1%	-10%	21%	19%
CCOC(=O)CSc1n[nH]c(NS(=O)(=O)c2ccccc2C(F)(F)F)n1	3	31%	-12%[59 µM]	9%	-12%	7%	-5%	29%	2%
N#Cc1nc(Cc2cccc3ccccc23)oc1NCc1ccc2c(c1)OCO2	2	?	10µM*	?	?	3%	?	6%	7%
O=C(NCCc1ccc(F)cc1)c1ccc2nccnc2c1	-1	48%[activator]	-12%[12.7 µM]	-2%	-16%	0%	6%	9%	-2%
O=C(O)c1cncc(SCc2ccccc2)n1	3	14%	·	?	-6%	-8%	·	15%	3%
CC(C)(C)C1CCC(=NNC(=O)C(=O)NCc2cccnc2)CC1 (stereo not drawn)	1	27%	?	-1%	-14%	-7%	?	-28%	0%
CCn1cc(S(=O)(=O)NCCc2ccccc2OC)cn1	-2	31%	51%	-8%	-2%	-5%	-13%	-7%	-5%
O=C(Nc1ccccc1C(=O)O)c1cccc(NC(=O)c2ccc(Br)o2)c1	-16	11%	18µM*	0%&-28%	-30%	4%	-1%	-12%	10%
O=C(c1ccccc1F)N1CCN(c2ccccn2)CC1	0	33%	-11%	6%	-8%	-2%	2%	31%	-2%
Cc1ccc2cccc(NC(=S)NC(=O)c3c(Br)cnn3C)c2n1	-10	11%	-6%[59 µM]	15%	-13%	8%	-1%	-37%	8%
COc1cc(OC)cc(C(=O)N2CCN(C(=O)COc3ccccc3)CC2)c1	-5	23%	5%[59 µM]	-25%	6%	-3%	1%	-1%	-2%
COCCOC(=O)C1=C(C)NC2=C(C(=O)CC(C)(C)C2)C1c1ccc(N(C)C)cc1 (stereo not drawn)	1	22%	?	3%	-20%	·	1%	1%	-12%
CC1Cn2c(COc3ccccc3)nnc2S1 (stereo not drawn)	0	39%	-7%[59 µM]	211%[activator]	-16%	-6%	-3%	6%	-1%
O=C(OCc1nc2ccccc2s1)c1ccco1	2	32%	?	27%	-3%	18%	-2%	10%	6%
O=C(Nc1sc2c(c1C(=O)NCc1cccnc1)CCCC2)c1cc(=O)c2ccccc2o1	-2	37%	3%[59 µM]	-16%	-9%	7%	-4%	-5%	7%
COc1ccc(N2CCN(CC(O)COc3ccc(C(C)C)c(C)c3)CC2)cc1 (stereo not drawn)	-5	5%	6.3µM*	16µM*	?	4%	-38%	10%	6%
COc1ccc(C2(C)NC(=O)N(CC(=O)Nc3ccc4c(c3)OCO4)C2=O)cc1OC (stereo not drawn)	-3	-4%	50%[59 µM]	209%[activator]	-25%	-5%	?	2%	-8%
O=C1CCC/C(=N/NC(=O)c2sc3ccccc3c2Cl)C1	0	-2%	19%[12.7 µM]	34%[activator]	-31%	24%	-27%	38%	31%[activator]
Cc1ccc(NC(=O)Nc2ccc3c(c2)N(C)C(=O)CS3)nc1	-4	25%	-12%[59 µM]	12%	-26%	4%	4%	-26%	-6%
Cc1ccc(OCC(=O)OCc2cc(=O)n3c(C)csc3n2)cc1	0	22%	1%[59 µM]	-14%	-11%	1%	-15%	1%	9%
CCc1nnc(NC(=O)CCC(=O)NCc2ccccc2Cl)s1	5	46%[activator]	0%	?	-2%	4%	1%	-3%	-3%
CCCOc1ccc(C(=O)Nc2cccc(-c3nc4ccccc4[nH]3)c2)cc1	2	33%	1%[59 µM]	-1%	-9%	-3%	-14%	23%	7%
CN(C)S(=O)(=O)c1ccc(NC(=O)CCCNC(=O)c2ccc(Cl)cc2)cc1	0	16%	0%	0%	-3%	8%	4%	22%	-5%
The list continues.
SMILES	PI4K2A inh	HP1b chromo inh	G9a inh	ALOX12 inh	JMJD2A Tudor inh	ERG Ets-DNA blk	BAZ2B block	RGS4 inh	GLS inh
COc1ccc(C(=O)Nc2cccc(C(=O)N3CCCC3)c2)cc1	-1	36%	-8%[12.7 µM]	4%	-4%	10%	7%	-26%	6%
Cc1c(NC(=O)COc2ncnc3ccccc23)c(=O)n(-c2ccccc2)n1C	6	10%	-8%	19%	6%[11.4 µM]	-2%	3%	-19%[11.4 µM]	-7%
COc1ccc(NS(=O)(=O)c2cccc(C(=O)N3CCCC3)c2)cc1	0	7%	-17%	-4%	-2%	-15%	24%	-10%	17%
CC1(CC(=O)Nc2ccccc2)NC(=S)N(c2ccccc2)N1 (stereo not drawn)	-10	-7%	?	-19%	5.6µM*	7%	?	-23%	-8%
Cc1ccc(-c2c3c(=O)n(C)c(=O)n(C)c3c3n2-c2ccccc2NC3c2ccc(C)cc2O)cc1 (stereo not drawn)	-13	11%	-6%[59 µM]	-34%	-19%	-2%	?	4%	-11%
O=C(Cn1cccc1)N1CCN(c2ccc(F)cc2)CC1	4	10%	?	21%	-30%	-6%	-26%	-7%	16%
CCc1c(C)nc2[nH]nc(-c3ccccc3)n2c1=O	3	25%	14%	14%	-1%	-2%	15%	20%	7%
COc1ccc2c(c1)CC(C(=O)NCCN1CCN(c3ccccc3F)CC1)CO2 (stereo not drawn)	0	19%[57 µM]	-3%[59 µM]	-2%	-22%	4%	-29%	2%	3%
Nc1cc(C(=O)O)ccc1Nc1ccc(F)c(F)c1	-3	1%	-8%[12.7 µM]	8%	-27%	8%	-30%	-36%	?
COc1ccc(/C=N/n2c(-c3n[nH]c4c3CCC4)n[nH]c2=S)cc1OC	-5	-16%	?	?	1.4µM*	-3%	-30%	-13%	-16%
Cc1ccc(C)c(NC(=O)CN(C)C(=O)c2ccc(Cl)nc2)c1	-2	22%	21%	-5%	-11%	6%	-10%	16%	-7%
CC(C)CCC(CCNCc1ccccn1)c1ccc2c(c1)OCO2 (stereo not drawn)	-5	10%	16µM*	?	40µM*	11%	56µM*	-15%	-2%
O=C(CCl)Nc1cccc(S(=O)(=O)N2CCCCCC2)c1	5	28%	50µM*	-30%	-20%	3%	-19%	-10%	-2%
Cc1csc(NC(=O)CSc2nc(C(C)C)nc3c2c(=O)n(C)c(=O)n3C)n1	-1	39%	0%[59 µM]	4%[57.4 µM]	-14%	2%	6%	7%	7%

Eight entries from above, sorted by SMILES length, high to low.
SMILES	PI4K2A inh	HP1b chromo inh	G9a inh	ALOX12 inh	JMJD2A Tudor inh	ERG Ets-DNA blk	BAZ2B block	RGS4 inh	GLS inh
Cc1ccc(-c2c3c(=O)n(C)c(=O)n(C)c3c3n2-c2ccccc2NC3c2ccc(C)cc2O)cc1 (stereo not drawn)	-13	11%	-6%[59 µM]	-34%	-19%	-2%	?	4%	-11%
COc1ccc2c(c1)CC(C(=O)NCCN1CCN(c3ccccc3F)CC1)CO2 (stereo not drawn)	0	19%[57 µM]	-3%[59 µM]	-2%	-22%	4%	-29%	2%	3%
Cc1ccc(C)c(NC(=O)CN(C)C(=O)c2ccc(Cl)nc2)c1	-2	22%	21%	-5%	-11%	6%	-10%	16%	-7%
COc1ccc(C(=O)Nc2cccc(C(=O)N3CCCC3)c2)cc1	-1	36%	-8%[12.7 µM]	4%	-4%	10%	7%	-26%	6%
CC1(CC(=O)Nc2ccccc2)NC(=S)N(c2ccccc2)N1 (stereo not drawn)	-10	-7%	?	-19%	5.6µM*	7%	?	-23%	-8%
O=C(CCl)Nc1cccc(S(=O)(=O)N2CCCCCC2)c1	5	28%	50µM*	-30%	-20%	3%	-19%	-10%	-2%
O=C(Cn1cccc1)N1CCN(c2ccc(F)cc2)CC1	4	10%	?	21%	-30%	-6%	-26%	-7%	16%
Nc1cc(C(=O)O)ccc1Nc1ccc(F)c(F)c1	-3	1%	-8%[12.7 µM]	8%	-27%	8%	-30%	-36%	?
